Assay outcomes from PubChem BioAssay.
S-ASM inh: Inhibitors of Secretory Acid Sphingomyelinase (S-ASM): qHTS | Potency, µM (top dose mostly 57.5 µM), without a hit: at the top dose activity change, negative = inhibition, actives largely listed as inhibitors | Sphingomyelin phosphodiesterase (Homo sapiens), P17405 | 340,000 tested, 0.006% active | placental ASM, HMU-PC fluorogenic substrate, 60 min; further: potency means the concentration at half of the fitted maximal effect
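qHTS format. ASM enzyme prepared from human placenta hydrolyses the fluorogenic substrate HMU-PC0 (9 uM final) over 60 min at 37 °C after a 10 min compound preincubation.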
MBNL1-CUG inh: qHTS Assay for Inhibitors of MBNL1-poly(CUG) RNA binding; 280,000 tested, 0.036% active; Muscleblind-like protein 1 (Homo sapiens), Q9NR56; TR-FRET MBNL1-His/biotin-(CUG)12 binding, 665/545 ratio; Potency, µM (highest dose often 57.5 µM), without a hit: at the highest dose activity change, negative = inhibition, actives largely listed as inhibitors; active means well fitted inhibition curve with a large enough effect in the signal ratio, with a control signal flat, not every such curve was filed as active; inconclusive means small, poorly fitted or top-dose-only effect, or effect the other way, or a change in a side signal; inactive means no such curve, though single readings can be large or run the other way; the % refers to the signal ratio; further: potency means the concentration at half of the fitted maximal effect; on the % scale 0 is the no-effect control and ±100 the full control effect
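TR-FRET readout: Ex 340 nm, 665/545 nm emission ratio, normalized to buffer-only (basal) and MBNL1-(CUG)12 controls. Complex of MBNL1-His with Biotin-(CUG)12, compounds 92 nM–58 uM, incubated 60 min at room temperature.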
TSHR antagonist: Antagonists of the Thyroid Stimulating Hormone Receptor: HTS campaign | Thyrotropin receptor (Homo sapiens), P16473 | TSHR-expressing cells, TSH-stimulated cAMP HTRF, 2 h; active compounds read low | activity change, negative = inhibition, % at 11.5 µM | 330,000 tested, 0.2% active | AID 504810, 2011;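 active means activity change below a set negative limit, meaning inhibition stronger than a set level, cut at about -70% in these data; inconclusive means activity change between two set negative limits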; further: on the % scale 0 is the no-effect control and ±100 the full control effect
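Antagonism was scored as loss of TSH-driven cAMP in TSHR cells, stimulated with 4nM TSH (EC80) for 2 hours at 37 deg C and detected by homogeneous HTRF competition immunoassay.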
TCR activator: Activators of T cell receptors: qHTS campaign. primary human leukocytes, anti-CD3, IL-2 HTRF, 48 h. AID 504894, 2011. Potency, µM (series often up to 9.22 µM), for the others: at the top dose activation of IL-2 secretion, usual class: activators. 330,000 tested, under 10 active; further: % of control where 0% means no effect
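TCR engagement came from a-CD3 beads alone, with compounds added to primary human leukocytes for 48 hr. Secreted IL-2 bridged europium cryptate- and d2-labelled anti-IL-2 antibodies, giving FRET emission at 665nm after 320nm excitation.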
a7 integrin act: qHTS for Activators of Integrin-Mediated Alleviation for Muscular Dystrophy; 350,000 tested, 0.064% active; AID 624291, 2012; Potency, µM (highest dose often 38.3 µM), inactives show at the highest dose activation, hits mostly activators; alpha7betagal myoblasts, beta-gal FDG fluorescence, 48 h;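 further: potency means the concentration at half of the fitted maximal effect; 100% = response of the positive control SU9516; nearly all actives have a fitted effect of over 60% in size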
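Alpha7betagal+/- myoblasts (passage 13) were plated 16-24 hr, then exposed to compounds (1:260 dilution of DMSO stock) for 48 hours at 37C. After MPER lysis, β-galactosidase reporter activity was read as FDG fluorescence (ex 480/em 540) after 30 minutes.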
Mito fusion yeast: qHTS Assay for Small Molecule Inhibitors of Mitochondrial Division or Activators of Mitochondrial Fusion; AID 485298, 2010; Potency, µM (doses to about 46.1 µM), for the others: at the highest dose growth rescue (activation), hits mostly activators; S. cerevisiae fusion-defective mutant growth rescue, CellTiterGlo 48 h; 320,000 tested, 0.23% active;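 further: potency means the concentration at half of the fitted maximal effect; % of control where 0% means no effect; nearly all actives have a fitted effect of over 45% in size; temperature-sensitive fusion mutants such as fzo1-1 at 37 °C on non-fermentable ethanol glycerol medium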
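S. cerevisiae fusion-defective temperature-sensitive mutants (e.g. fzo1-1, mgm1-5) grown 48 h at 37C in YPEG (ethanol/glycerol non-fermentable) medium with 23 nl compound per well; growth rescue read as CellTiterGlo luminescence.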
CXXC DNA block: qHTS Fluorescence Polarization Assay for Inhibitors of MLL CXXC domain - DNA interaction; Histone-lysine N-methyltransferase 2A (Homo sapiens), Q03164; 290,000 tested, 0.037% active; Potency, µM (titrated, usually from 115 µM), without a hit: at the top dose activity change, negative = inhibition, actives largely listed as inhibitors; AID 2662, 2010; MLL-CXXC / FITC-HOXA9 DNA fluorescence polarization; active means well fitted inhibition curve with a large enough effect in the polarisation, with a control signal flat, not every such curve was filed as active; inconclusive means small, poorly fitted or top-dose-only effect, or effect the other way, or a change in a side signal; inactive means no such curve, though single readings can be large or run the other way; the % refers to the polarisation; further: potency means the concentration at half of the fitted maximal effect
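Fluorescence polarization: 7 uM MLL-CXXC (stock) preincubated 5 min with compounds, then 50 nM fluorescein-HOX-A9 DNA (stock) added; 30 min ambient. Buffer 50 mM Tris-HCl pH 7.5, 50 mM NaCl, 1 mM DTT, 0.05% BSA.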
Menin-MLL TR inh: qHTS Assay for Inhibitors Targeting the Menin-MLL Interaction in MLL Related Leukemias: Competition With Texas Red Labeled MLL-derived Mutant Peptide | Menin + Texas Red MLL mutant peptide, fluorescence polarization | 270,000 tested, 0.23% active | Potency, µM (series often up to 61.6 µM), for inactives: at the highest dose FP activity change, negative = inhibition, most hits filed as inhibitors | O00255; active means well fitted inhibition curve with a large enough effect in the polarisation, with a control signal flat, not every such curve was filed as active; inconclusive means small, poorly fitted or top-dose-only effect, or effect the other way, or a change in a side signal; inactive means no such curve, though single readings can be large or run the other way; the % refers to the polarisation; further: potency means the concentration at half of the fitted maximal effect; % of control where 0% means no effect; many of its hits are not listed in these tables
AT treatment: qHTS Assay for Identifying a Potential Treatment of Ataxia-Telangiectasia; […] A-T fibroblasts, KAP-1 phosphorylation AlphaLISA; neocarzinostatin DNA damage 30 min before lysis; Potency, µM (top dose mostly 57.5 µM), for the others: top-dose activation, hits mostly activators; 320,000 tested, 0.19% active; further: potency means the concentration at half of the fitted maximal effect; % of control where 0% means no effect; nearly all actives have a fitted effect of over 45% in size
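hTERT-immortalized A-T patient fibroblasts ([…]), 500 cells/well in OPTI-MEM, 1% FBS, got compounds for 60 min, then NCS for 30 min at 37C. Lysates were then assayed for phospho-KAP-1 by AlphaLISA (anti-pKAP1 donor, anti-KAP1 acceptor beads), 6 hr at 25C.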
PTAP TSG101 blk: qHTS Assay for Iinhibitors of HIV-1 Budding by Blocking the Interaction of PTAP/TSG101; Fluorescence polarization, FITC-PTAP peptide / Tsg101 binding; Tumor susceptibility gene 101 protein (Homo sapiens), Q99816; AID 493005, 2010; 340,000 tested, under 10 active; Potency, µM (series often up to 115 µM), without a hit: top-dose activity change, negative = inhibition, most hits filed as inhibitors; active means well fitted inhibition curve with a large enough effect in the main read-out, with a control signal flat, not every such curve was filed as active; inconclusive means small, poorly fitted or top-dose-only effect, or effect the other way, or a change in a side signal; inactive means no such curve, though single readings can be large or run the other way; further: potency means the concentration at half of the fitted maximal effect; % of control where 0% means no effect
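Fluorescence anisotropy tracks displacement of a FITC-tagged PTAP peptide (50 nM) from the Tsg101 binding domain (10 uM), following a 20 min room-temperature incubation at pH 7.5.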
* = called active by the depositor; [ ] = another dose, or the depositor's remark. Unless noted, the call rests on the fitted dose curve; in most records, active means well fitted curve in the direction sought with a large enough effect; inconclusive means small, poorly fitted or top-dose-only effect, or another doubt; inactive means no such curve, though single readings can be large; an effect the other way counts as inactive or inconclusive. This is a subset. The share of hits here may be higher or lower than overall.

Screening CCN1C(=O)[C@H]2[C@@H](c3ccc(-c4ccc(OC)cc4)cc3)N[C@@](C)(C(=O)OC)[C@H]2C1=O returned S-ASM inh -5%, TSHR antagonist -11, TCR activator 4%, a7 integrin act -20%, Mito fusion yeast 1%, AT treatment 10% and PTAP TSG101 blk -1%.
Cc1cc(C)nc(NNS(=O)(=O)c2c(F)cc(F)cc2Br)n1 was read as S-ASM inh 3%, TCR activator -17%, a7 integrin act 17%, AT treatment -9% and PTAP TSG101 blk -2%.
`CCCCCc1ccc(-c2cn(Cc3ccc4ccccc4c3)nn2)cc1` gave S-ASM inh 3%, MBNL1-CUG inh -3%, TSHR antagonist -10, TCR activator 3%, a7 integrin act 12%, Mito fusion yeast 2%, CXXC DNA block 4%, Menin-MLL TR inh -20% and AT treatment -9%.
Cc1ccc2oc(C(=O)Nc3nonc3C)c(C)c2c1 was read as S-ASM inh 4%, MBNL1-CUG inh 5%, TSHR antagonist -8, TCR activator -4%, a7 integrin act -16%, Mito fusion yeast 5%, CXXC DNA block 0%, Menin-MLL TR inh -5%, AT treatment -1% and PTAP TSG101 blk -7%.
For CN(CCCCCCCCCCN(C)C(=O)Oc1cccc([N+](C)(C)C)c1)C(=O)Oc1cccc([N+](C)(C)C)c1 the results were S-ASM inh 0%, TSHR antagonist -5, TCR activator -11%, Mito fusion yeast -1%, AT treatment -10% and PTAP TSG101 blk -4%.
Screening COC(=O)Cc1c(C)nc2nc(NCc3c(F)cccc3Cl)[nH]n2c1=O returned S-ASM inh 3%, MBNL1-CUG inh -7%, TSHR antagonist 5, TCR activator 6%, a7 integrin act -1%, Mito fusion yeast -6%, CXXC DNA block -3%, Menin-MLL TR inh 3%, AT treatment -4% and PTAP TSG101 blk -3%.
For CCOC(=O)N1CCC(NCCNC(=O)c2ccc(F)cc2)CC1 the results were S-ASM inh 9%, TSHR antagonist 9, TCR activator 0%, a7 integrin act 5%, Mito fusion yeast 1% and AT treatment 14%.
For C/C(=N\Nc1nc2ccccc2[nH]1)c1cccs1 the results were S-ASM inh -1%, MBNL1-CUG inh 13%, TSHR antagonist -6, TCR activator 6%[46.1 µM], a7 integrin act 3%, Mito fusion yeast 5%, CXXC DNA block -4%, Menin-MLL TR inh 15%, AT treatment 0% and PTAP TSG101 blk -2%.
COc1ccc(NC(=O)c2cc([N+](=O)[O-])ccc2N2CCN(C)CC2)cc1 was read as S-ASM inh -8%, MBNL1-CUG inh inconclusive, TSHR antagonist 6, TCR activator 5%, a7 integrin act 3%, Mito fusion yeast 1%, CXXC DNA block 6%, Menin-MLL TR inh 15%, AT treatment 5%[11.5 µM] and PTAP TSG101 blk -7%.
CCCn1c(=O)[nH]c(=O)c2c1nc(-c1cc([N+](=O)[O-])ccc1Cl)n2CCOC was read as S-ASM inh 0%, MBNL1-CUG inh inconclusive, TSHR antagonist -5, TCR activator 1%, a7 integrin act 21%, Mito fusion yeast 3%, CXXC DNA block -8%, AT treatment -9% and PTAP TSG101 blk -2%.
`CC(=O)Nc1cccc(-c2csc(Nc3ncccn3)n2)c1` gave MBNL1-CUG inh -5%, TSHR antagonist -5, Mito fusion yeast 0%, CXXC DNA block 5%, Menin-MLL TR inh 15% and AT treatment 1%.
Screening COC(=O)c1c(NC(=O)c2ccc(S(=O)(=O)N3CCOCC3)cc2)sc2c1CCN(C)C2 returned S-ASM inh 0%, MBNL1-CUG inh 36%[activator], TSHR antagonist 7, TCR activator -4%[46.1 µM], a7 integrin act -52%[inhibitor], Mito fusion yeast -2%, CXXC DNA block 25%, Menin-MLL TR inh 8%, AT treatment 2% and PTAP TSG101 blk -5%.
O=C(Cn1cnc2ccccc21)N/N=C/c1cccs1 was read as S-ASM inh 1%, MBNL1-CUG inh inconclusive, TSHR antagonist 3, TCR activator 1%[46.1 µM], a7 integrin act -6%, Mito fusion yeast -18%, CXXC DNA block 14%, Menin-MLL TR inh 1%, AT treatment 4% and PTAP TSG101 blk 0%.
NS(=O)(=O)c1ccc(CCNc2ncnc3c2c(-c2ccccc2)cn3-c2ccc(F)cc2)cc1 was read as S-ASM inh -17%, MBNL1-CUG inh 0%, TSHR antagonist -19, TCR activator 3%, a7 integrin act -43%, Mito fusion yeast 17%, CXXC DNA block -4%, Menin-MLL TR inh -22%, AT treatment 9% and PTAP TSG101 blk 3%.
COc1cccc(C2=NN(S(C)(=O)=O)C(c3cccs3)C2)c1 (stereo not drawn) was read as S-ASM inh 0%, MBNL1-CUG inh 16%, TSHR antagonist -18, TCR activator 11%, a7 integrin act -14%, Mito fusion yeast 1%, CXXC DNA block 3%, Menin-MLL TR inh 18%, AT treatment -6% and PTAP TSG101 blk 0%.
Screening O=C(O)c1ccc2c(c1)OCCCO2 returned S-ASM inh -3%, MBNL1-CUG inh -5%, TSHR antagonist 16, TCR activator 4%, a7 integrin act 0%, Mito fusion yeast 0%, CXXC DNA block -2%, AT treatment 11% and PTAP TSG101 blk -2%.
Screening COc1cc(COCC(O)CN2CCOCC2)cc(OC)c1OC (stereo not drawn) returned S-ASM inh 5%, MBNL1-CUG inh 2%, TSHR antagonist -10, TCR activator -6%, a7 integrin act -4%, Mito fusion yeast 7%, CXXC DNA block 3%, Menin-MLL TR inh -1%, AT treatment 8% and PTAP TSG101 blk 0%.
C/C(=N\NC(=O)c1ccoc1C)c1ccccc1 was read as S-ASM inh 2%, MBNL1-CUG inh 0%, TSHR antagonist 3, TCR activator -9%, a7 integrin act 27%, Mito fusion yeast 0%, CXXC DNA block -2%, AT treatment 5% and PTAP TSG101 blk -7%.
Cc1ccc(C(C)(C)C)cc1S(=O)(=O)N1CC(=O)Nc2ccccc21 was read as S-ASM inh -2%, MBNL1-CUG inh 10%, TSHR antagonist -8, TCR activator 2%, a7 integrin act -20%, Mito fusion yeast 19%, CXXC DNA block 7%, Menin-MLL TR inh inconclusive, AT treatment 2% and PTAP TSG101 blk -9%.
For CCn1c(SCC(=O)Nc2ccc3c(c2)OCO3)nnc1C1CC1 the results were S-ASM inh 6%, MBNL1-CUG inh -3%, TSHR antagonist 18, TCR activator 6%, a7 integrin act -29%, Mito fusion yeast 2%, CXXC DNA block 1%, Menin-MLL TR inh -2%, AT treatment 7% and PTAP TSG101 blk -5%.
Screening COc1ccc(CN(C)CC(=O)Nc2ccccc2C(F)(F)F)cc1 returned S-ASM inh -2%, MBNL1-CUG inh -4%, TSHR antagonist -3, TCR activator 0%, a7 integrin act -63%[inhibitor], Mito fusion yeast 8%, CXXC DNA block 13%, Menin-MLL TR inh inconclusive, AT treatment 0% and PTAP TSG101 blk -6%.
Cc1ccc(NC(=O)CN2C(=O)N/C(=C\c3cccn3-c3cccc(C(=O)O)c3)C2=O)cc1 was read as S-ASM inh 4%, MBNL1-CUG inh inconclusive, TSHR antagonist 8, TCR activator -140%, a7 integrin act 22%, Mito fusion yeast -1%, CXXC DNA block 3%, Menin-MLL TR inh 19%, AT treatment -9% and PTAP TSG101 blk -5%.
Screening Cc1cccc(/N=C/c2ccccn2)n1 returned S-ASM inh -5%, TCR activator -2%, a7 integrin act 11% and PTAP TSG101 blk -3%.
Screening Cc1cc(C(=O)CSc2nc(N)cc(=O)[nH]2)ccc1F returned S-ASM inh -1%, MBNL1-CUG inh -5%, TSHR antagonist -2, TCR activator -9%, a7 integrin act -22%, Mito fusion yeast 14%, CXXC DNA block -4%, Menin-MLL TR inh 0%, AT treatment 3% and PTAP TSG101 blk -2%.
O=C(c1ccc(-n2ccnc2)cc1)N1CCCC(CO)(Cc2cccc(Cl)c2)C1 (stereo not drawn) was read as S-ASM inh 0%, MBNL1-CUG inh 3%, TSHR antagonist -2, TCR activator 3%, a7 integrin act 0%, Mito fusion yeast -5%, CXXC DNA block 9%, Menin-MLL TR inh 0%, AT treatment -3% and PTAP TSG101 blk 1%.
